High-throughput results (PubChem)
ST2 IL33 inh: inhibitors of human ST2 (IL1RL1) binding to IL-33, primary screen, biochemical, AlphaLISA; AlphaLISA ST2-Fc/biotin-IL-33 interaction, 1 h; inhibition, % for hits at 17 µM; Interleukin-1 receptor-like 1 (Homo sapiens), Q01638; hit rate 2.3% among 78,000; in the data active = inhibition above about 30%; inconclusive = mostly about 10% to 28%
Target sequence (Q01638 whole entry, looked up): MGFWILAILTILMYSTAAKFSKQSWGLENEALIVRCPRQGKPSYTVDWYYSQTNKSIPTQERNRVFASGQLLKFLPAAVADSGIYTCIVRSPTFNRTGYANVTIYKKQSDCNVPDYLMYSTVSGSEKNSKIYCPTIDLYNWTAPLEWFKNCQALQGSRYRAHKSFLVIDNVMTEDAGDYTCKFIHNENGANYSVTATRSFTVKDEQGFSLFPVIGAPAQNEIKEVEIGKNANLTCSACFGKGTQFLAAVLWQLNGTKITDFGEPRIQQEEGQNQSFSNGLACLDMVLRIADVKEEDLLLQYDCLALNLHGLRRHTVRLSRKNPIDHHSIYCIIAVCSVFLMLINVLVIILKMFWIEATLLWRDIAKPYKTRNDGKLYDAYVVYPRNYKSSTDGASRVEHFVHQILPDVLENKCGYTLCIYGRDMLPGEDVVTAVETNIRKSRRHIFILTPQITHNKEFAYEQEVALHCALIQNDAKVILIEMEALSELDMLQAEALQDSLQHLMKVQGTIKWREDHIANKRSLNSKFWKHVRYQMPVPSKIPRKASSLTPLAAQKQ
An asterisk follows results filed as active; i = inactive; ? = inconclusive.

SMILES | ST2 IL33 inh
Cc1cccc(NS(=O)(=O)c2cc(Br)cc3c2N(C(=O)C2CC2)CC3)c1 | i
CCc1[nH]c2c(CNC(=O)CCN3CCCCCC3=O)cc(C)cc2c1C | i
CCC(C)NC(=O)CCC(=O)Nc1ccc2nc(N3CCCCC3)cc(C)c2c1 (stereo unspecified) | i
CC(C)CC(C(N)=O)C1=NC(C)(C)Cc2ccccc21 (stereo unspecified) | ?
NS(=O)(=O)c1ccc2c(c1)C1CCN2CC1 | i
COc1ccc(-c2nc3s/c(=C\c4ccc(OC)c(OC)c4)c(=O)n3n2)cc1 | 38.0%*
CC(C)CNC(=O)c1ccc(NC(=O)Cc2cccs2)cc1 | i
CCCCn1c(CN2CCOCC2)nc2c1c(=O)[nH]c(=O)n2C | i
Cc1nc(Oc2ccc3ccc(=O)oc3c2)c2c3c(sc2n1)CCC3 | i
O=C(c1cc(-c2cccs2)on1)N1CCc2ccccc2C1 | i
COc1ccc(C2=NN(C(=O)c3ccc(Br)o3)C(c3ccc(C)cc3)C2)cc1 (stereo unspecified) | ?
Cc1nc(CN(C)C(=O)c2sc(C(C)C)nc2C)cs1 | i
CC1(C)Oc2ccc(Br)cc2C2CC(c3cccs3)=NN21 (stereo unspecified) | ?
O=C(c1ccco1)N1CCN=C1SCc1cccc(Cl)c1 | i
Cn1c(=O)c2nc3ccc(N)cc3nc2n(C)c1=O | i
C=C(C)Cn1c(CCCNC(=O)c2cccs2)nc2ccccc21 | i
COCc1cc(C)nc(N2CCOCC2)c1C#N | ?
COc1ccc(C(=O)N=c2sc3cccc(OC)c3n2C)c(OC)c1 | i
COc1ccc(C2C3CCCC=C3C(C#N)=C(N)C2(C#N)C#N)cc1OC (stereo unspecified) | ?
Cc1cc(NC(=O)c2ccc(C(=O)Nc3cc(C)on3)s2)no1 | ?
COc1ccc(C(=O)Nc2ccc3nn(-c4ccc(F)cc4)nc3c2)cc1[N+](=O)[O-] | ?
CC(C)C(NC(=O)c1ccc(N2CC(=O)NC2=O)cc1)c1nccn1C (stereo unspecified) | i
N#CC1=C(N)Oc2cc(N)ccc2C1c1ccc(F)c(F)c1 (stereo unspecified) | i
CCOC(=O)CSc1ncnc2nc[nH]c12 | i
COc1ccc2cc3cc(C(=O)N(C)c4cccc(C)c4)sc3nc2c1 | i
CC(C)Cn1c(=O)n(C)c(=O)c2[nH]cnc21 | i
CCCCN(CC)S(=O)(=O)c1ccc(C(=O)Nc2nnc(-c3cccs3)o2)cc1 | i
CCc1ccc(C(=O)CC2(O)C(=O)Nc3ccccc32)cc1 (stereo unspecified) | i
CCOC(=O)C(CC)Sc1nc2c(c(=O)n1-c1ccc(C)cc1)SCC2 (stereo unspecified) | i
Cc1ccccc1NC(=O)c1ccc(C(=O)Nc2ccccc2C)cc1 | i
COCCc1nc(Cn2cnnc2)no1 | i
O=C1C2=C(Nc3ccccc3SC2c2cccs2)c2ccccc21 (stereo unspecified) | ?
COc1ccccc1Oc1ncccc1CNC(=O)C1(C)CC(C)=NO1 (stereo unspecified) | ?
O=C(Nc1ccc(S(=O)(=O)N2CCCCC2)cc1)C1CCCCC1 | i
CCOC(=O)c1c(NC(=O)c2cc(-c3ccc(Cl)cc3)on2)sc(C)c1C | i
CCNC(=O)c1c(NC(=O)C2COc3ccccc3O2)sc2c1CCCC2 (stereo unspecified) | ?
O=C(NCCC1=CCCCC1)C1CCN(C(=O)Cc2ccccc2)CC1 | i
Cc1ccc(C(=O)Nc2cc3cc(Cl)ccc3oc2=O)cc1 | i
Cc1cccc(C2=N/C(=C\c3ccc(N(C)C)cc3)C(=O)O2)c1 | 39.0%*
COc1ccccc1-c1cc(C(=O)Nc2c(C)n(C)n(-c3ccccc3)c2=O)no1 | i
CC1CN(S(=O)(=O)c2ccc(C(=O)Nc3ccc4sccc4c3)cc2)CC(C)O1 (stereo unspecified) | i
O=C(NCc1ccccn1)c1cc(-c2ccc(Br)s2)nc2ccccc12 | ?
O=C(NC1CCCC1)c1noc2c1CCCCC2 | ?
COC(=O)Nc1nc2ccc(-c3n[nH]c(=O)c4ccccc34)cc2[nH]1 | ?
O=C(Nc1ccccc1)c1cc(S(=O)(=O)Nc2ccc(F)cc2)cs1 | i
O=C(N[C@H]1CCN2C(=O)c3cc(-c4ccsc4)ccc3NC(=O)[C@H]12)C1CCCC1 | i
Cc1ccc(S(=O)(=O)Nc2ccc(CCC(=O)N3CCCC3)cc2)cc1 | i
O=C(NCc1ccccn1)c1ccccc1N(Cc1ccccc1)S(=O)(=O)c1ccccc1 | i
Nc1nnc(COc2ccccc2Cl)s1 | i
Cn1c(=O)c2c(ncn2Cc2ccccc2C#N)n(C)c1=O | i
CCN(CC)CC(=O)Nc1c(C)cccc1C | i
Cc1ccc(S(=O)(=O)N(CC(=O)N2CCCCC2)C2CCCCC2)cc1 | i
Cn1c(CN2CCCC(OCc3ccccn3)C2)cc2cc(F)ccc21 (stereo unspecified) | ?
CC(C)Oc1ccc(CN2C(=O)c3oc4ccccc4c3OCC2(C)C(=O)NC2CCCC2)cc1 (stereo unspecified) | i
CN(Cc1ccccc1)C(=O)[C@H]1C[C@@H](O)[C@H](O)[C@@H]2N=C(Nc3ccc(-n4cccn4)cc3)S[C@@H]21 | i
COc1ccc(CCNS(=O)(=O)c2ccc3c(c2)c(=O)n(C)c(=O)n3C)cc1OC | ?
O=C(c1c(Cl)cccc1Cl)N1CCCCC1 | i
Cc1ccc(C(=O)Nc2ccc(NC(=O)c3ccco3)cc2)c(Cl)c1 | i
Cc1oc(-c2ccc(Cl)cc2)nc1CN(C)Cc1ccc2nsnc2c1 | i
N#Cc1ccc(-c2cc(C(=O)O)c3c(ccc4ccccc43)n2)cc1 | i

(more compounds)
SMILES | ST2 IL33 inh
O=C1OCCCN1CCn1ccnc1-c1nc2c(s1)CCCC2 | i
O=C(c1cnn2ccccc12)N1C[C@@H]2C[C@H](C1)[C@@H]1CCCC(=O)N1C2 | i
O=C(c1cccs1)N1CCN(c2ccc([N+](=O)[O-])c(N3CCOCC3)c2)CC1 | ?
COc1ccc(OCc2nc(C#N)c(N3CCCC3)o2)cc1 | 49.0%*
COc1ccc(C2=NN(C(=O)c3cccs3)C(c3ccc(OC)cc3)C2)cc1 (stereo unspecified) | ?
O=C(Nc1nn[nH]n1)C1c2ccccc2Sc2ccccc21 | i
O=C(NCCCN1CCOCC1)c1ccc(CS(=O)(=O)c2ccc(Br)cc2)o1 | i
Cc1ccc(C(C(=O)O)c2ccc(C)cc2)cc1 | i
CC(C)NC(=O)C1(O)c2ccccc2NC(=O)N1c1c(F)cccc1F (stereo unspecified) | i
CCc1nnsc1C(=O)N1C[C@@H]2[C@@H]3CC[C@@H](C3)[C@@H]2C1 | ?
CCN(CC)c1ccc(/C=C2\SC(=O)N(CC(=O)N3CCOCC3)C2=O)cc1 | i
COc1cccc(OC)c1C(=O)Nc1c2c(nn1C(C)(C)C)CSC2 | ?
COc1ccc(OC)c(/C=C2/SC(=Nc3ccc(C)cc3)NC2=O)c1 | i
CCOc1ccccc1N1CCN(Cc2cccc(OC)c2OC)CC1 | ?
Cc1ccc(-c2noc(CCC(=O)N(C)c3ccc(C)c(C)c3)n2)cc1 | i
Cc1ccc(-c2ccnc(N3CCc4nnc(C(C)C)n4CC3)n2)c(C)n1 | i
CCOc1ccccc1CN(CC)C(=O)c1ccc(S(C)(=O)=O)cc1 | i
CC[C@H]1CN2CCc3cc(OC)c(OC)cc3[C@@H]2C[C@@H]1C[C@H]1NCCc2cc(OC)c(OC)cc21 | i
Cn1cncc1-c1nnc([C@H]2CCN(C(=O)C3CC3)C2)o1 | i
CC1=C(C(=O)Nc2ccccn2)C(c2ccc(O)cc2)n2ncnc2N1 (stereo unspecified) | ?
CCCOC(=O)C1=C(C)NC2=C(C(=O)C(C(=O)OC)C(C)C2)C1c1ccc(O)cc1 (stereo unspecified) | i
CN(C)c1nc2c(c(=O)n(C)c(=O)n2C)n1CCSc1nc2ccccc2s1 | i
CC1CCCCN1S(=O)(=O)c1cc(Br)cc2c1N(C(=O)C1CC1)CC2 (stereo unspecified) | i
O=C(Nc1ccc(Oc2ccccc2)cc1)C1CC1 | i
CC(=O)Nc1cccc(NC(=O)c2ccc(-c3ccccc3)cc2)c1 | i
Nc1cc(=O)[nH]c(SCC(=O)Nc2cccc(C(F)(F)F)c2)n1 | i
CCC(C)NC(=O)C1CCN(c2nc3ccc(OC)cc3s2)CC1 (stereo unspecified) | i
COc1ccc(CC(=O)N2CCc3ccccc3C2)cc1 | ?
COc1cccc(C(=O)Nc2cccc(NC(=O)c3cccs3)c2)c1 | i
COc1ccc([N+](=O)[O-])cc1NC(=O)COc1ccc(Br)cc1C | i

In the list so far, these contain an aryl thioether with sulfur outside any ring:
SMILES | ST2 IL33 inh
CCOC(=O)CSc1ncnc2nc[nH]c12 | i
CCOC(=O)C(CC)Sc1nc2c(c(=O)n1-c1ccc(C)cc1)SCC2 (stereo unspecified) | i
CN(C)c1nc2c(c(=O)n(C)c(=O)n2C)n1CCSc1nc2ccccc2s1 | i
Nc1cc(=O)[nH]c(SCC(=O)Nc2cccc(C(F)(F)F)c2)n1 | i

Returning to the listing, repeating the 2 entries before the break.
SMILES | ST2 IL33 inh
COc1cccc(C(=O)Nc2cccc(NC(=O)c3cccs3)c2)c1 | i
COc1ccc([N+](=O)[O-])cc1NC(=O)COc1ccc(Br)cc1C | i
COc1ccccc1N1CCN(S(=O)(=O)c2ccc(Br)cc2C)CC1 | i
CCCOC(=O)COc1ccc2c(=O)c(Oc3cccc(C)c3)coc2c1 | ?
CC(C)CS(=O)(=O)c1cccs1 | i
Cc1ccc(N2CCN(C(=O)c3cccc([N+](=O)[O-])c3C)CC2)cc1Cl | i
Cc1ccc2c(c1)c(CNC1CCC3(CCNCC3)CC1)nn2C | ?
Cc1ccc2nc(SCc3ccccc3)c(C=O)c(=O)n2c1 | i
CCCN(CCO)Cc1cc(OC)c(OC)cc1Br | ?
COc1cc(C)c(C2C(C#N)=C(N)OC3=C2C(=O)CC(C)(C)C3)cc1C (stereo unspecified) | i
CC(=O)N1c2c(cc(Br)cc2S(=O)(=O)Nc2cccnc2)CC1C (stereo unspecified) | ?
Cn1cc(C(=O)N2CCN(C3CCCCC3)CC2)c2c3ccccc3n(C)c2c1=O | i
Cc1nccn1-c1ccc(NC(=O)C2CCCN2C2CCSCC2)cc1 (stereo unspecified) | i
Cc1cc(Cl)ccc1-n1nc(C)c([C@@H]2C=C[C@@H](NC(=O)CCC(=O)O)C2)c1C | i
O=C(CC1CCCCC1)Nc1cccnc1 | i
Cc1cc(N2C(=O)c3ccc([N+](=O)[O-])cc3C2=O)no1 | i
C=CCN(CC=C)S(=O)(=O)c1ccc(C(=O)Nc2nc3c(ccc4ccccc43)s2)cc1 | i
Cc1nnc(N2C(=O)C(O)=C(C(=O)c3ccco3)C2c2ccc(Cl)cc2)s1 (stereo unspecified) | i
O=c1[nH]nc(CCn2ccnc2-c2ccc3c(c2)Cc2ccccc2-3)[nH]1 | ?
CC(C)(C)c1ccc(S(=O)(=O)NCc2nc3cccnc3n2Cc2ccc(F)cc2)cc1 | i
CCCC(=O)N1c2ccccc2NC2=C(C(=O)CCC2)C1c1ccc(F)cc1 (stereo unspecified) | i
O=C(Nc1ccccc1)Nc1cccc(Cl)c1 | i
O=C(Cc1ccc(F)cc1F)Nc1ccc(F)cc1 | i
CN(C)c1ccc(C(=O)Nc2ccccc2-c2nc3ccccc3s2)cc1 | i
O=C(c1ccc([N+](=O)[O-])cc1)N1CCN=C1SCc1ccccc1 | ?
N#Cc1cccc(NC(=O)Nc2ccc(=O)n3c2[C@@H]2C[C@@H](CN(C(=O)COc4ccccc4)C2)C3)c1 | ?
CCCCN(CC)S(=O)(=O)c1cccc2nonc12 | i
COc1ccc(OCC(O)CN2CCN(c3ccccc3F)CC2)c(C(C)(C)C)c1 (stereo unspecified) | i
O=C(NCc1ccccc1-n1ccnc1)c1cn(CC2CCCNC2)nn1 (stereo unspecified) | i
O=S(=O)(O)c1cccs1 | i
CCc1cccc(NS(=O)(=O)c2cc(Br)cc3c2N(C(C)=O)C(C)C3)c1 (stereo unspecified) | i
COc1cccc(C(=O)Nc2c3c(nn2-c2ccc(F)cc2)CS(=O)C3)c1 (stereo unspecified) | i

Reprinted at random: seven compounds from above, in no set order.
SMILES | ST2 IL33 inh
Cc1ccc(S(=O)(=O)N(CC(=O)N2CCCCC2)C2CCCCC2)cc1 | i
O=C(Cc1ccc(F)cc1F)Nc1ccc(F)cc1 | i
C=CCN(CC=C)S(=O)(=O)c1ccc(C(=O)Nc2nc3c(ccc4ccccc43)s2)cc1 | i
COc1ccc(OCC(O)CN2CCN(c3ccccc3F)CC2)c(C(C)(C)C)c1 (stereo unspecified) | i
O=C(N[C@H]1CCN2C(=O)c3cc(-c4ccsc4)ccc3NC(=O)[C@H]12)C1CCCC1 | i
COCc1cc(C)nc(N2CCOCC2)c1C#N | ?
COc1ccc(C2=NN(C(=O)c3cccs3)C(c3ccc(OC)cc3)C2)cc1 (stereo unspecified) | ?

More structures follow.
SMILES | ST2 IL33 inh
Cc1ccn2c(=O)cc(COc3cccc(NC(=O)COc4ccccc4Cl)c3)nc2c1 | i
CCOCCOC(=O)C1=C(C)NC(=O)NC1c1ccc(OCc2ccccc2)cc1 (stereo unspecified) | ?
CCCS(=O)(=O)N1CCN(c2nc(C)cc(Nc3ccc(OC)cc3)n2)CC1 | ?
Cn1c(=O)c2c(SCC(N)=O)nc(-c3cccs3)nc2n(C)c1=O | i
O=C(N[C@H]1CCN2C(=O)c3cc(-c4ccc(Cl)cc4)ccc3NC(=O)[C@H]12)C1CCCC1 | i
Nc1c(C(=O)NCCc2ccccc2)nnn1Cc1ccc(Cl)cc1 | i
O=C(O)C[C@@H]1CCN(C(=O)NC2CCCCC2)C[C@@H]1CCN1CCN(c2ccc(F)cc2)CC1 | ?
CCOc1ccc(CN2CCN(c3ccccc3OCC)CC2)cc1 | ?
CC1=C(C(=O)N2CCc3c(c(C(=O)N4CCCCC4)nn3CCCc3cccnc3)C2)OCCO1 | ?
Cc1onc(-c2ccccc2)c1C(=O)Nc1sc2c(c1C#N)CCCC2 | i
COC(=O)Cc1nc(N2CCN(Cc3ccccc3)CC2)c2c(C)c(C)sc2n1 | ?
COCCN1CC(C(=O)NCc2ccc(C(F)(F)F)cc2F)CCC1=O (stereo unspecified) | i
COc1cc(NC(=O)CCc2ccccc2)nc(OC)n1 | i
COCC(=O)N[C@H]1CCN2C(=O)c3cc(Br)ccc3NC(=O)[C@@H]2C1 | i

Not all compounds are listed; count on the stated rates, not on these rows.
